Source: PubChem BioAssay
Rab9 promoter act: qHTS Assay for Rab9 Promoter Activators | AID 485297, 2010 | hit rate 2.8% among 320,000 | Potency, µM (top dose mostly 9.22 µM), for inactives: at the highest dose activation, negative = inhibition, hits mostly activators | Huh7 Rab9 promoter-luciferase reporter, luminescence, 24 h; further: % of control where 0% means no effect; nearly all actives have a fitted effect of over 60% in size
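Huh7 reporter line, Rab9 promoter upstream of luciferase. Compound exposure 24 h at 37 °C in reduced-serum medium with 10% FBS. Read-out: luminescence.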
MBNL1-CUG inh: qHTS Assay for Inhibitors of MBNL1-poly(CUG) RNA binding; Muscleblind-like protein 1 (Homo sapiens), Q9NR56; TR-FRET MBNL1-His/biotin-(CUG)12 binding, 665/545 ratio; Potency, µM (doses to about 57.5 µM), for inactives: at the highest dose activity change, negative = inhibition, most hits filed as inhibitors; hit rate 0.036% among 280,000; active means well fitted inhibition curve with a large enough effect in the signal ratio, with a control signal flat, not every such curve was filed as active; inconclusive means small, poorly fitted or top-dose-only effect, or effect the other way, or a change in a side signal; inactive means no such curve, though single readings can be large or run the other way; the % refers to the signal ratio; further: on the % scale 0 is the no-effect control and ±100 the full control effect
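Inhibition of protein-RNA binding appears as loss of TR-FRET between terbium anti-His antibody on MBNL1-His and streptavidin-XL665 on biotin-(CUG)12. Activity is normalized to buffer-only and uninhibited-complex controls.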
RORg inh: qHTS for inhibitors of ROR gamma transcriptional activity. Nuclear receptor ROR-gamma (Mus musculus), P51450. Drosophila S2 Gal4-RORgamma UAS-luciferase reporter, 20 h. Potency, µM (series often up to 53.6 µM), for the others: at the top dose activity change, negative = inhibition, actives largely listed as inhibitors. hit rate 5.4% among 310,000; further: on the % scale 0 is the no-effect control and ±100 the full control effect; nearly all actives have a fitted effect of over 60% in size
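ROR gamma transcriptional activity was tracked as Gal4-UAS luciferase output in stably transfected Drosophila Schneider cells, with compound added 1 hr before 700 uM copper sulfate induction and a 20 hr ambient-temperature incubation.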
FLuc modulator: qHTS profiling assay for firefly luciferase inhibitor/activator using purifed enzyme and Km concentrations of substrates (counterscreen for miR-21 project); purified FLuc, Km substrates, luminescence inhibition; Potency, µM (highest dose often 57.5 µM), inactives show at the top dose activity change, negative = inhibition, actives largely listed as inhibitors; Luciferin 4-monooxygenase (Photinus pyralis), P08659; hit rate 6.9% among 360,000;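 further: plate controls were vehicle for no effect and reference inhibitor for full effect; nearly all actives have a fitted effect of over 55% in size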
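Purified P. pyralis luciferase, 10 nM final, with Km-level 10 uM D-luciferin and 10 uM ATP in 50 mM Tris acetate pH 7.5, 10 mM Mg acetate, 0.01% Tween-20, 0.05% BSA; 6-point qHTS titration about 60 µM downward; luminescence read.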
CXXC DNA block: qHTS Fluorescence Polarization Assay for Inhibitors of MLL CXXC domain - DNA interaction; Potency, µM (top dose mostly 115 µM), for the others: at the highest dose activity change, negative = inhibition, usual class: inhibitors; hit rate 0.037% among 290,000; AID 2662, 2010; MLL-CXXC / FITC-HOXA9 DNA fluorescence polarization; active means well fitted inhibition curve with a large enough effect in the polarisation, with a control signal flat, not every such curve was filed as active; inconclusive means small, poorly fitted or top-dose-only effect, or effect the other way, or a change in a side signal; inactive means no such curve, though single readings can be large or run the other way; the % refers to the polarisation
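Purified MLL-CXXC (added from a 7 uM solution) was preincubated 5 min at ambient with pinned compounds in 50 mM Tris-HCl pH 7.5, 50 mM NaCl, 1 mM DTT, 0.05% BSA. Fluorescein-labeled HOX-A9 DNA (50 nM solution) followed, 30 min, then polarization read.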
BRCA1 expr up: qHTS Assay to Identify Small Molecule Activators of BRCA1 Expression. MCF7-BRCA1-FFLuc reporter, luminescence, 48 h; response scale: scaled: vehicle 0%, 10 µM genistein 100%. Potency, µM (highest dose often 46.1 µM), without a hit: at the highest dose activation, most hits filed as activators. hit rate 1.1% among 380,000; further: nearly all actives have a fitted effect of over 80% in size; some results filed as inactive show a strong effect at the top dose
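Compounds are tested at multiple concentrations on MCF7 BRCA1-luciferase reporter cells seeded at 2000 per well; after 48 h, a single luminescence end-point is taken and curves fitted to the normalized data.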
VP16 counter: VP16 counterscreen qHTS for inhibitors of ROR gamma transcriptional activity; Drosophila S2 Gal4-VP16 UAS-luciferase, luminescence, 20 h; Potency, µM (titrated, usually from 53.6 µM), for the others: at the top dose activity, negative = inhibition, usual class: inhibitors; hit rate 3.5% among 310,000; AID 2546, 2010;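 further: Gal4-VP16 expression switched on by copper sulfate through the metallothionein promoter; on the % scale 0 is the no-effect control and ±100 the full control effect; nearly all actives have a fitted effect of over 50% in size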
NPC1 prom act: qHTS Assay for NPC1 Promoter Activators; Huh7 NPC1 promoter luciferase reporter, 24 h; Potency, µM (top dose mostly 9.22 µM), inactives show at the top dose activation, actives largely listed as activators; hit rate 2.4% among 320,000; AID 485313, 2010;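 further: % of control where 0% means no effect; nearly all actives have a fitted effect of over 60% in size; reporter is driven by a mutant NPC1 promoter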
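NPC1 promoter–luciferase Huh7 cells; 24 h compound; luminescence.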
uPA generation: qHTS for Inhibitors of Cell Surface uPA Generation; AID 540303, 2011; Potency, µM (doses to about 38.3 µM), without a hit: top-dose activity change, negative = inhibition, actives largely listed as inhibitors; hit rate 0.31% among 330,000; cell surface uPA generation assay, qHTS; active means well fitted inhibition curve with a large enough effect; inconclusive means small, poorly fitted or top-dose-only effect; inactive means no such curve, though single readings can be large or run the other way; tested in mouse RAW 264.7 cells; further: on the % scale 0 is the no-effect control and ±100 the full control effect; nearly all actives have a fitted effect of over 55% in size
ELG1 genotoxic: qHTS screen for small molecules that induce genotoxicity in human embryonic kidney (HEK293T) cells expressing luciferase-tagged ELG1; HEK293T ELG1-luciferase reporter, luminescence, 16 h; Potency, µM (top dose mostly 46 µM), for inactives: at the top dose activity change, positive = activation, most hits filed as activators; hit rate 1.3% among 330,000; further: % of control where 0% means no effect; nearly all actives have a fitted effect of over 60% in size
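Reporter readout depends on ELG1 protein level, which increases with genetic stress. After 16 hr compound exposure at 37 °C, luciferase activity was quantified using ONE-Glo.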
p53 reactivation: qHTS assay for re-activators of p53 using a Luc reporter; H1299 p53-A138V BP100-luciferase reporter, luminescence, 24 h; hit rate 0.063% among 320,000; Potency, µM (highest dose often 92.2 µM), for the others: at the highest dose activity change, positive = activation, actives largely listed as activators; further: % of control where 0% means no effect; nearly all actives have a fitted effect of over 45% in size
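H1299 (p53-null), stable ts p53-A138V + BP100-Luc; 1000 cells/well, Opti-MEM/10% FBS; cpd 4 pt, 1:5; 24 h, 37 deg C, 5% CO2; detection reagent 10 min RT; luminescence.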
* marks the source's active call; other numbers are inactive results. Unless noted, the call rests on the fitted dose curve; in most records, active means well fitted curve in the direction sought with a large enough effect; inconclusive means small, poorly fitted or top-dose-only effect, or another doubt; inactive means no such curve, though single readings can be large; an effect the other way counts as inactive or inconclusive. Potency means the concentration at half of the fitted maximal effect.

For COC(=O)N/N=C/c1ccccc1OCc1ccccc1 the results were Rab9 promoter act -5%, RORg inh inconclusive, FLuc modulator -2%, CXXC DNA block 1%, BRCA1 expr up 4%, VP16 counter 1%, NPC1 prom act -2%, uPA generation 1%, ELG1 genotoxic 9% and p53 reactivation 5%.
For COc1ccc(CC(=O)NNC(=O)c2ccc(SCc3cc(F)ccc3F)c([N+](=O)[O-])c2)cc1 the results were Rab9 promoter act 5%, MBNL1-CUG inh 2%, RORg inh inconclusive, FLuc modulator 1%, CXXC DNA block -6%, BRCA1 expr up -39%, VP16 counter -19%, NPC1 prom act -12%, uPA generation 2%, ELG1 genotoxic 9% and p53 reactivation 6%.
Screening COc1ccc(CC(=O)n2[nH]c(=O)cc(C)c2=O)cc1OC returned Rab9 promoter act -2%, MBNL1-CUG inh -2%, RORg inh 11µM*, FLuc modulator 0%, CXXC DNA block 14%, BRCA1 expr up -13%, VP16 counter inconclusive, NPC1 prom act 3%, uPA generation -6%, ELG1 genotoxic 0% and p53 reactivation 5%.
`Cc1ccc(S(=O)(=O)NC2CC2)cc1[N+](=O)[O-]` gave Rab9 promoter act -1%, MBNL1-CUG inh inconclusive, RORg inh 0%, FLuc modulator 3%, CXXC DNA block 2%, BRCA1 expr up 1%, VP16 counter -17%, NPC1 prom act -1%, uPA generation 0%, ELG1 genotoxic 1% and p53 reactivation 0%.
COc1ccc(CC(=O)N2CCC(Nc3nc4ccccc4n3Cc3ccc(F)cc3)CC2)cc1 was read as Rab9 promoter act -5%, MBNL1-CUG inh 0%, RORg inh inconclusive, FLuc modulator 5%, CXXC DNA block -1%, BRCA1 expr up -31%, VP16 counter 1%, NPC1 prom act -3%, uPA generation 5%, ELG1 genotoxic -10% and p53 reactivation -1%.
O=C(Cn1ncc2c3ccccc3n(Cc3ccccc3)c2c1=O)NCc1ccco1 was read as Rab9 promoter act 0%, MBNL1-CUG inh 0%, RORg inh 7%, FLuc modulator -1%, CXXC DNA block 9%, BRCA1 expr up -9%, VP16 counter -4%, NPC1 prom act 2%, uPA generation 4%, ELG1 genotoxic -3% and p53 reactivation 2%.
Screening O=C(COc1coc(CN2CCc3ccccc3C2)cc1=O)Nc1cccc(F)c1 returned Rab9 promoter act -4%, FLuc modulator 7%, BRCA1 expr up 1%, NPC1 prom act -4%, uPA generation 5%, ELG1 genotoxic 1% and p53 reactivation 6%.
Cc1cc(/C=N/NC(=O)CC2(C)OCCO2)c(C)n1-c1ccc(Cl)c(Cl)c1 was read as Rab9 promoter act -1%, MBNL1-CUG inh inconclusive, RORg inh 18µM*, FLuc modulator -5%, CXXC DNA block 0%, BRCA1 expr up -16%, VP16 counter 13µM*, NPC1 prom act -1%, uPA generation 6%, ELG1 genotoxic 1% and p53 reactivation -5%.
Screening Cc1ccc(CNC(=O)CN(Cc2ccccc2)S(C)(=O)=O)cc1 returned Rab9 promoter act -5%, MBNL1-CUG inh 1%, RORg inh -11%, FLuc modulator 3%, CXXC DNA block -8%, BRCA1 expr up -6%, VP16 counter -9%, NPC1 prom act 1%, uPA generation 5%, ELG1 genotoxic -6% and p53 reactivation -3%.
Screening CC(C)(C)c1ccc(C(=O)/C=C2\NC(=O)CS2)cc1 returned Rab9 promoter act 0.63µM*, MBNL1-CUG inh 4%, RORg inh 3.2µM*, FLuc modulator 0.3µM*, CXXC DNA block 0%, BRCA1 expr up 2%, VP16 counter 10µM*, NPC1 prom act 0.4µM*, uPA generation -19%, ELG1 genotoxic inconclusive and p53 reactivation -1%.
O=C(Nc1ccc(NC(=O)C23CC4CC(CC(C4)C2)C3)cc1)c1cc(F)c(F)cc1Cl was read as Rab9 promoter act 7%, MBNL1-CUG inh -10%, RORg inh -11%, FLuc modulator 0%, CXXC DNA block -2%, BRCA1 expr up -7%, VP16 counter 1%, NPC1 prom act -4%, uPA generation 2%, ELG1 genotoxic 0% and p53 reactivation -7%.
CCCCOC(=O)C1=C(C)NC(=O)NC1c1ccc(N(C)C)cc1 (stereo not drawn) was read as Rab9 promoter act 0%, MBNL1-CUG inh -11%, RORg inh inconclusive, FLuc modulator 5%, CXXC DNA block 0%, BRCA1 expr up 5%, VP16 counter -2%, NPC1 prom act -5%, uPA generation -4%, ELG1 genotoxic 2% and p53 reactivation 4%.
`COc1ccc(OC)c(C2NC(=O)NC(C)=C2C(=O)OCc2ccccc2)c1` (stereo not drawn) gave Rab9 promoter act 1%, MBNL1-CUG inh -3%, RORg inh 2%, FLuc modulator 3%, CXXC DNA block 1%, BRCA1 expr up -13%, VP16 counter -10%, NPC1 prom act -5%, uPA generation 4%, ELG1 genotoxic 1% and p53 reactivation 2%.
CCCN(C(=O)CSc1nc2ccccc2n1CC)C1CCS(=O)(=O)C1 (stereo not drawn) was read as Rab9 promoter act -7%, MBNL1-CUG inh 10%, RORg inh 28%, FLuc modulator -1%, CXXC DNA block 26%, BRCA1 expr up -3%, VP16 counter -4%, NPC1 prom act 4%, uPA generation -3%, ELG1 genotoxic -11% and p53 reactivation -3%.
CC(/C=C/c1ccccc1)=N\Nc1nc2c(c(=O)[nH]c(=O)n2C)n1CCO was read as Rab9 promoter act 4%, MBNL1-CUG inh -3%, RORg inh -7%, FLuc modulator 0%, CXXC DNA block 16%, BRCA1 expr up -5%, VP16 counter -4%, NPC1 prom act -4%, uPA generation -7%, ELG1 genotoxic -3% and p53 reactivation 2%.
`O=C(CCCC(=O)NC1CCCCC1)Nc1ccc([N+](=O)[O-])cc1` gave Rab9 promoter act 0%, MBNL1-CUG inh inconclusive, RORg inh 26%, FLuc modulator -2%, CXXC DNA block 3%, BRCA1 expr up -18%, VP16 counter -14%, NPC1 prom act -1%, uPA generation 20%, ELG1 genotoxic -4% and p53 reactivation inconclusive.
For Cc1cc(NS(=O)(=O)c2ccc(NC(=O)c3ccc([N+](=O)[O-])c(Cl)c3)cc2)no1 the results were Rab9 promoter act -2%, MBNL1-CUG inh 3%, RORg inh -11%, FLuc modulator 2%, CXXC DNA block 5%, BRCA1 expr up 28%, VP16 counter -4%, NPC1 prom act 0%, uPA generation inconclusive, ELG1 genotoxic 1% and p53 reactivation 1%.
`Cc1ccc(N2C(=S)SC3CS(=O)(=O)CC32)cc1` (stereo not drawn) gave Rab9 promoter act 8%, MBNL1-CUG inh 6%, RORg inh 15%, FLuc modulator 0%, CXXC DNA block 2%, BRCA1 expr up -11%, VP16 counter 8%, NPC1 prom act -3%, uPA generation 2%, ELG1 genotoxic -1% and p53 reactivation 1%.
Cc1onc(-c2c(F)cccc2Cl)c1C(=O)N1C=CC(C(F)(F)Cl)=NCC1 was read as Rab9 promoter act 0%, MBNL1-CUG inh -5%, RORg inh 11%, FLuc modulator -1%, CXXC DNA block 10%, BRCA1 expr up -5%, VP16 counter 16%, NPC1 prom act -1%, ELG1 genotoxic -2% and p53 reactivation -5%.
For c1c2c(cc3sc(N4CCCCC4)nc13)OCCO2 the results were Rab9 promoter act 0.35µM*, MBNL1-CUG inh 8%, RORg inh 0.79µM*, FLuc modulator 0.21µM*, CXXC DNA block 1%, BRCA1 expr up -88%, VP16 counter 1.3µM*, NPC1 prom act inconclusive, uPA generation inconclusive, ELG1 genotoxic inconclusive and p53 reactivation -10%.
COc1cc(Cn2nnc3ccccc32)cc(Br)c1O was read as Rab9 promoter act -1%, MBNL1-CUG inh 5%, RORg inh 6%, FLuc modulator 4%, CXXC DNA block 9%, BRCA1 expr up -1%, VP16 counter 8%, NPC1 prom act -1%, uPA generation -24% and ELG1 genotoxic 5%.
`Cc1cc(C)n2c(SCC(C)C)nnc2n1` gave Rab9 promoter act -6%, MBNL1-CUG inh 5%, RORg inh -6%, FLuc modulator 6%, CXXC DNA block -5%, BRCA1 expr up 50%, VP16 counter -4%, NPC1 prom act -1%, uPA generation -1%, ELG1 genotoxic 5% and p53 reactivation -1%.

Some of the compounds tested (hit frequency here may not be typical).
